From PubChem BioAssay
Dicer inh: inhibitors of Dicer pre-microRNA processing, primary screen, biochemical, cat-ELCCA, chemiluminescence. AID 1347074, 2019. z-score at 25 µM. cat-ELCCA pre-miR-21 Dicer processing; hits give high values. 47,000 compounds, 6% hits. Endoribonuclease Dicer (Homo sapiens), Q9UPY3; in the data active means z-score above about 3, passing the limit was not always enough;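 further: plate controls were vehicle for no effect and no enzyme for full effect; higher signal means more uncleaved substrate so more Dicer inhibition; strong numbers were not always called active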
Target sequence (Q9UPY3 whole entry, looked up): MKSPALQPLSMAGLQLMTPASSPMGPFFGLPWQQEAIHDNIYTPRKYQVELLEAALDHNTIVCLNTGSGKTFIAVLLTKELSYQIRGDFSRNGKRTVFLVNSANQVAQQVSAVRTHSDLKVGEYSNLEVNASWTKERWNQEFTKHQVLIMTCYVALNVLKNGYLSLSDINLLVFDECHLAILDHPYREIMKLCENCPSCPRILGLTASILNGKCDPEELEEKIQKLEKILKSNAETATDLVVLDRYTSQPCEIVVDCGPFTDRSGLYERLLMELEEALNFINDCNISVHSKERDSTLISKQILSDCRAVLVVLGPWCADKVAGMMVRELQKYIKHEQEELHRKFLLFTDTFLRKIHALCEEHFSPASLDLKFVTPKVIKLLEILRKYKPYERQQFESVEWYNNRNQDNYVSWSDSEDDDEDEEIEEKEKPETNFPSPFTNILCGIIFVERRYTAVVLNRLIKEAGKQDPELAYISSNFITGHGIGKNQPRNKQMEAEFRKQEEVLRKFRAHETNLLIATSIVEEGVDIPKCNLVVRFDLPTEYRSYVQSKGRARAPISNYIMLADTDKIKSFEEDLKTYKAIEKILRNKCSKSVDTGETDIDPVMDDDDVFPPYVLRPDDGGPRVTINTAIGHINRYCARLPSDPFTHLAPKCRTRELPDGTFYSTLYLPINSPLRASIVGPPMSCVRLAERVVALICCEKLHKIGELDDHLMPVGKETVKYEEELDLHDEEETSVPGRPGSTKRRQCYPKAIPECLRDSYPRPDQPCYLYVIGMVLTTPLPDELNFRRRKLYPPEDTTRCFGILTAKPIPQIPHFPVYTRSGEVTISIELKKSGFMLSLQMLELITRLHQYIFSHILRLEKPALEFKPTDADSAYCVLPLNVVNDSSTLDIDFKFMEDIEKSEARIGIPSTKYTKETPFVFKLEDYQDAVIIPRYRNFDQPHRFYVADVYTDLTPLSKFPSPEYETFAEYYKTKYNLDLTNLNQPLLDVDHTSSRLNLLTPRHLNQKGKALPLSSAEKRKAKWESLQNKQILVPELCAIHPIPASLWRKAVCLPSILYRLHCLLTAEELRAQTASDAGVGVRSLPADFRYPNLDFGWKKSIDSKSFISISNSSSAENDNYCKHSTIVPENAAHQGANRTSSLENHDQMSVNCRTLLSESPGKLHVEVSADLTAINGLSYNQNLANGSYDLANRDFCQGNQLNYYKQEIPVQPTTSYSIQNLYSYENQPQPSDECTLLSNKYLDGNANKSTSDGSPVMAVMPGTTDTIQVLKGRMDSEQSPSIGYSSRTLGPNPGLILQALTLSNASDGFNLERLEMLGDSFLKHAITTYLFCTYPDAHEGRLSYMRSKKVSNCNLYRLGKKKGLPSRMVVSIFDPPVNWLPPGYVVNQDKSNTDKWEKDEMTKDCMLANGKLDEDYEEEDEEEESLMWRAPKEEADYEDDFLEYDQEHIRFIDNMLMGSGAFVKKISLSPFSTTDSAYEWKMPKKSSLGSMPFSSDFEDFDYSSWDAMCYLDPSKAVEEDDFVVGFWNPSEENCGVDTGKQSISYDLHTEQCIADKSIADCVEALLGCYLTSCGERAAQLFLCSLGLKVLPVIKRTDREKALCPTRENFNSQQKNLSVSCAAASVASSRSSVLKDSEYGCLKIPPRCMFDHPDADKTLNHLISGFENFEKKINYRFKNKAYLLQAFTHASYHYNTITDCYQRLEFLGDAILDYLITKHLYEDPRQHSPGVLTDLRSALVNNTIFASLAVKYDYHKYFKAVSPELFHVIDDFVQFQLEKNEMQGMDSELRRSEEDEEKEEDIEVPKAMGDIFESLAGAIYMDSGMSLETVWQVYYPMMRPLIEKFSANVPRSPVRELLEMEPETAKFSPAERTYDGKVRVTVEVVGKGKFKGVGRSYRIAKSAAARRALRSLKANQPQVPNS
Active calls of the source: *. The list is partial; count on the stated rates, not on these rows.

SMILES	Dicer inh
COCCCNC(=S)N1CCN(c2ccc([N+](=O)[O-])cn2)CC1	-3.38
CCOC(=O)c1sc2nc(C(F)(F)F)nn2c1C	-1.68
O=C1CC(c2ccccc2)CC2=C1C(c1cccs1)Nc1ccccc1N2 (configuration not stated)	-0.49
COc1ccc(C2Nc3ccc(Br)cc3-c3nnc(SC)nc3O2)c(OC)c1 (configuration not stated)	1.49
COc1ccc(Cc2c(Cl)ncnc2Cl)cc1	-0.34
Cc1ccc(Oc2c(C(F)(F)F)oc3c(CN4CC(C)OC(C)C4)c(O)ccc3c2=O)cc1 (configuration not stated)	-0.63
Cc1nc(N2C(=O)c3oc4ccccc4c(=O)c3C2c2ccc(O)cc2)sc1C (configuration not stated)	-1.95
CCCCOC(=O)Nc1nc2ccccc2s1	15.9
Cc1nn(CC(=O)NCCN2CCOCC2)c(C)c1[N+](=O)[O-]	-0.33
Cc1ccc2oc(-c3cccc(N)c3)nc2c1	1.5
CCOC(=O)c1nnn(-c2nonc2N)c1-c1ccc(F)cc1	2.63
CCOC(=O)c1cnn2c1nc(N1CC(C)CC(C)C1)c1ccccc12 (configuration not stated)	0.71
COc1ccc(COC(=O)C2=C(C)NC3=C(C(=O)CCC3)C2c2ccc(Br)cc2)cc1 (configuration not stated)	0.32
O=C(NNc1ncnc2ccsc12)c1ccc(Cl)cc1	1.71
CSc1ccc(/C=N/NC(N)=O)s1	-0.35

The list goes on, starting with the last 7 of the part before.
SMILES	Dicer inh
Cc1nn(CC(=O)NCCN2CCOCC2)c(C)c1[N+](=O)[O-]	-0.33
Cc1ccc2oc(-c3cccc(N)c3)nc2c1	1.5
CCOC(=O)c1nnn(-c2nonc2N)c1-c1ccc(F)cc1	2.63
CCOC(=O)c1cnn2c1nc(N1CC(C)CC(C)C1)c1ccccc12 (configuration not stated)	0.71
COc1ccc(COC(=O)C2=C(C)NC3=C(C(=O)CCC3)C2c2ccc(Br)cc2)cc1 (configuration not stated)	0.32
O=C(NNc1ncnc2ccsc12)c1ccc(Cl)cc1	1.71
CSc1ccc(/C=N/NC(N)=O)s1	-0.35
COc1ccccc1N1CCN(c2nnc(C)c3ccccc23)CC1	-0.71
O=C(NCCN1CCN(Cc2ccccc2)CC1)Nc1ccc(OCc2ccccc2)cc1	-1.44
CC1CCC2C(=O)N(c3cccc(O)c3)C(=O)C2C1 (configuration not stated)	1.08
OC(COc1ccc(Cl)c(Cl)c1)CN1CCCN(c2nc3ccc(Cl)cc3s2)CC1 (configuration not stated)	-0.36
COc1ccc(-c2nnc(SCCC(=O)O)n2C)cc1	0.07
C[C@@]1(C2CCCC2)Cc2cc(OCC(=O)O)c(Cl)c(Cl)c2C1=O	-0.74
Cc1ccc(C(=O)CC2(O)C(=O)Nc3ccc(Cl)cc32)cc1 (configuration not stated)	-0.36
Oc1ccccc1C1=Nn2c(nnc2-c2ccc(Cl)cc2)SC1	2.09
CC(=O)CSc1n[nH]c(-c2ccc(Cl)cc2)n1	-0.83
COc1ccccc1C(=O)CC1(O)C(=O)N(Cc2ccccc2)c2ccccc21 (configuration not stated)	71.5
Cc1ccc(Oc2ncccc2NS(=O)(=O)c2cn(C)c(C)n2)c2c1CCC2	0.75
CCc1ccc(C2c3c(oc4ccccc4c3=O)C(=O)N2c2nc(C)c(C)s2)cc1 (configuration not stated)	-0.16
O=C(CCCO)NC1Cc2ccccc2C1	2.98
CN1C(=O)C(O)(CC(=O)c2ccc3c(c2)CCCC3)c2ccccc21 (configuration not stated)	3.3*
Clc1cccc(CN2CCN(C3CCCCC3)CC2)c1	-0.93

An excerpt of these results, as labelled records.
SMILES: Cc1ccc(C(=O)CC2(O)C(=O)Nc3ccc(Cl)cc32)cc1 (configuration not stated)
  Dicer inh: -0.36
SMILES: Oc1ccccc1C1=Nn2c(nnc2-c2ccc(Cl)cc2)SC1
  Dicer inh: 2.09
SMILES: CC(=O)CSc1n[nH]c(-c2ccc(Cl)cc2)n1
  Dicer inh: -0.83
SMILES: COc1ccccc1C(=O)CC1(O)C(=O)N(Cc2ccccc2)c2ccccc21 (configuration not stated)
  Dicer inh: 71.5

Next section:
SMILES	Dicer inh
CNC(=O)N(c1ccccc1)c1ccccc1	1.28
CN=C(C)/C(C(=O)OC)=C(/O)c1cc(C(F)(F)F)cc(C(F)(F)F)c1	0.27
Cc1nn(-c2ccccc2)c2c1C(c1ccncc1)C(C#N)=C(N)O2 (configuration not stated)	-5.08
Cn1nnnc1SCC(=O)Nc1ccc(Br)cc1	0.55
C=C(C)Cc1c(C)nc(SCC)[nH]c1=O	1.6
O=C1C(=O)N(Cc2ccccc2)c2ccc(Br)cc21	-1
Cc1onc(-c2c(Cl)cccc2Cl)c1NC(=O)N/N=C/c1c(Cl)cccc1Cl	0.08
Cc1ccc(S(=O)(=O)n2c(=S)[nH]c3cc(C)ccc32)cc1	0.77
Cc1ccc(C(c2ccc(C)o2)c2ccccc2O)o1	5.26*
O=c1c2c(n3nnnc3n1Cc1ccccc1)-c1ccccc1CC21CCCCC1	3.21*
O=C(Nc1ccccc1)Nc1ccno1	15.3
CSc1nc(N/C=C(\C#N)C(=O)c2cccs2)n2nc(C)cc2n1	-2.57
O=C(CSc1nc2ccccc2c(=O)n1-c1ccc(F)c(Cl)c1)c1ccccc1	-1.36
O=C(C1=C(O)C(=O)N(CC2CCCO2)C1c1cccnc1)c1ccco1 (configuration not stated)	-0.57
Fc1ccc(Nc2ncnc3c2oc2ccccc23)cc1	1.07

Exported bar-delimited: entries from further up
compound | Dicer inh
CNC(=O)N(c1ccccc1)c1ccccc1 | 1.28
CCCCOC(=O)Nc1nc2ccccc2s1 | 15.9
O=C(NCCN1CCN(Cc2ccccc2)CC1)Nc1ccc(OCc2ccccc2)cc1 | -1.44
C[C@@]1(C2CCCC2)Cc2cc(OCC(=O)O)c(Cl)c(Cl)c2C1=O | -0.74
Cn1nnnc1SCC(=O)Nc1ccc(Br)cc1 | 0.55

Further results follow:
SMILES	Dicer inh
Fc1ccccc1-n1c(CCc2nc(-c3ccc(Cl)cc3)no2)n[nH]c1=S	-1.42
Fc1ccc(OCc2nnc3n2N=C(c2ccc(Br)cc2)CS3)cc1	-1.03
Cc1ccnc(NC(c2ccc(O)cc2)c2ccc3ccc(C)nc3c2O)c1 (configuration not stated)	4.59*
CN(C1=NS(=O)(=O)c2ccccc21)c1ccc(OC(=O)c2ccccc2F)cc1	0.9
O=C(Nc1ccc(S(=O)(=O)N2CCCC2)cc1)C1c2ccccc2Oc2ccccc21	-0.97
CCc1ccc2nc(NC3=NCN(Cc4ccc(OC)cc4)CN3)nc(C)c2c1	2.23
CC(=O)Nc1ccccc1Sc1ccc([N+](=O)[O-])c(Sc2ccccc2NC(C)=O)n1	-3.17
Cc1ccc(-c2nnc(N3CCOCC3)c3ccccc23)cc1S(N)(=O)=O	0.97
C(=N\c1nc2c(s1)CCc1ccccc1-2)/c1ccc2c(c1)OCO2	1.22
CCC1C(O)CC(c2ccccc2)NC1c1ccccc1 (configuration not stated)	-0.05
CC1=Nc2ccc(C)cc2C1(C)C	-0.12
C=CCN1C(=O)C(=O)/C(=C(\O)c2ccc(Br)cc2)C1c1ccc(OC)cc1 (configuration not stated)	0.76
O=C1Nc2ccc(Br)cc2C12OCCCO2	2.92
COc1cccc(-c2ccc(-c3noc(-c4ccncc4)n3)c(OC)n2)c1	-0.58
O=C(O)/C(=N/NC(=O)c1ccc(Cl)cc1)c1ccccc1	2.73
COC(=O)c1ccc(S(=O)(=O)N2CCOCC2)o1	0.26
COC(=O)c1cc(/C=C(\C#N)S(C)(=O)=O)cn1-c1ccc(Cl)cc1	1.25
CCOC(=O)c1c(CNc2ccncc2)n(C)c2cc(Br)c(OC(C)=O)cc12	6.72
N/C(=N\NC(=O)c1cccc(C(F)(F)F)c1)c1ccc(C(F)(F)F)cn1	-0.36
Cc1ccc(S(=O)(=O)Nc2ccc(N(C)S(=O)(=O)c3ccc(C)cc3)cc2)cc1	0.4
O=C(Nc1ccccc1)c1cncc(C#Cc2ccccc2)c1	-0.23
CCOC(=O)Cn1c2ccc(F)cc2c2nc3ccccc3nc21	0.35
COc1cc([N+](=O)[O-])c(OC)cc1SCC(=O)NNC(=S)Nc1ccc(F)cc1	1.39
Cn1ccnc1S(=O)(=O)/C(C#N)=C/c1ccc2c(c1)OCO2	0.97
CNc1cc(=O)n(-c2ccccc2)c(=O)n1-c1ccccc1	0.32
COc1cc2c(cc1OC)C(C)N(S(=O)(=O)c1sc3ccc(Cl)cc3c1C)CC2 (configuration not stated)	-0.62
O=C(NCc1ccccc1)c1cc2cccc([N+](=O)[O-])c2[nH]1	0.6
Fc1ccc(C2C3CCc4ccccc4C3=NN2C(=S)Nc2ccc(Cl)cc2)cc1 (configuration not stated)	-1.36
CCN(CC)CCOC(=O)c1cc(Cl)c(N)cc1OC	0.32
Cc1cc(C)n2nc(SCC(=O)Nc3ccc(C(C)C)cc3)nc2n1	-0.19
CC1=C(C(=O)OCc2ccccc2)C(c2ccc(O)cc2)C2=C(CC(C)(C)CC2=O)N1 (configuration not stated)	0.2
Cc1ccccc1C1CC(=O)NC(SCC(=O)OCc2ccccc2)=C1C#N (configuration not stated)	-2.13
O=C1/C(=C/c2ccc(Cl)cc2)C(c2ccccc2)Oc2ccccc21 (configuration not stated)	-0.94
COC(=O)c1cc(S(=O)(=O)C(C)C)c(S(C)=O)s1 (configuration not stated)	-1.37
Cc1nn2c(C(F)(F)F)cc(-c3ccncc3)nc2c1-c1ccc(Cl)cc1	-1.92
Cc1ccn2c(-c3csc(Nc4ccc(O)cc4)n3)c(C)nc2c1	7.06*
FC(F)(F)c1cccc(NC(=S)N2CCCCC2CCN2CCOCC2)c1 (configuration not stated)	-0.66
Cc1ccc(-c2oc3ccccc3c(=O)c2O)cc1	3.17*
Cc1c(C)c(C)c(S(=O)(=O)NCCCN(C)C)c(C)c1C	1.88
CCCN(CCC)S(=O)(=O)c1ccc(C(=O)N2CC3CCC(CC3)C2)cc1	-0.32
CC1(C)CC(=O)C2=C(C1)Nc1cc(C(=O)c3ccccc3)ccc1NC2c1ccc(F)cc1 (configuration not stated)	-0.51
O=C(Nc1ccc(F)cc1F)c1cccs1	6.38*
COC(=O)c1ccccc1Sc1c(-c2ccccc2)nc2ccccn12	0.14
Oc1ccccc1-c1nc(/C=C/c2cccs2)no1	2.56
COc1ccc(OC/C(N)=N/C(=S)Nc2cccc(C(F)(F)F)c2)cc1	-0.68
CN(C)CCn1nnnc1SCC1=C(C(=O)O)N2C(=O)[C@@H](NC(=O)Cc3csc(N)n3)[C@H]2SC1	-2.43
Cc1ccc(-c2noc(CSc3nc(C)cc(=O)[nH]3)n2)cc1	1.81
CN(CCO)c1c[nH]c(=O)[nH]c1=O	-1.63
COC(=O)CSc1ncnc2ccsc12	-0.17
N[C@@H](CC(=O)OCc1ccccc1)C(=O)OCc1ccccc1	0.55
CCOc1ccc(N2C=Nc3ccc(OCC)cc3C2)cc1	2.05
CC1(C)Cc2c(c(-c3ccco3)nc3sc4c(N5CCOCC5)ncnc4c23)CO1	0.13
c1ccc2c3c([nH]c2c1)C1(CCCCC1)NCC3	-0.07
CC(C)c1ccc(NCN2C(=O)c3ccccc3C2=O)cc1	2.84
Cc1nc(CSc2n[nH]c(C(C)(C)C)n2)cs1	1.04
COCCNc1oc(-c2ccc(F)cc2)nc1C#N	-3.96
CCc1cc2c(cc1C(=O)CC1(O)C(=O)Nc3ccc(Br)cc31)C(C)(C)CCC2(C)C (configuration not stated)	2.22
COc1cccc(-c2nc(-c3ccc(-c4ccccc4)nc3OC)no2)c1	0.41
CCCCOc1ccccc1NC1=NS(=O)(=O)c2ccccc21	1.57
O=C1C(=O)N(CCCn2ccnc2)C(c2cccnc2)/C1=C(\O)c1ccc(Cl)cc1 (configuration not stated)	2.02

The list continues.
SMILES	Dicer inh
CCCS(=O)(=O)c1c(S(=O)(=O)CCC)c2ccccn2c1C(=O)OC	0.22
CC1CCc2c(sc3[nH]c(=O)n(-c4ccccc4)c(=O)c23)C1 (configuration not stated)	0.65
O=C1CCCC2=C1C(c1cccc(Cl)c1)C1C(=O)c3ccccc3C1=N2 (configuration not stated)	0.38
COC(NC(=O)c1ccccc1)(C(F)(F)F)C(F)(F)F	-0.72
COc1ccccc1C(=O)C(O)c1ccccc1OC (configuration not stated)	-0.83
Cc1cccc(/C=C/c2ccccc2)n1	-0.02
CC1CCCC(C)N1C(=O)Cn1cc(C(=O)C2CCCCC2)c2ccccc21 (configuration not stated)	-4.06
Cn1c(CN2CCN(c3ccc(Cl)cc3)CC2)nc2ccccc21	6.14*
CN(C(=O)Nc1cccc(C(F)(F)F)c1)C1CCCCC1	-1.08
CCOc1nc(C)ccc1-c1noc(-c2ccccc2OC)n1	0.68
COC(=O)c1scc(S(=O)(=O)C(C)(C)C)c1-n1cccc1	-0.79
Cc1ccc(-c2csc(-c3cccnc3)n2)cc1	-0.84
CSc1ncccc1C(=O)NNc1cc(Cl)ccc1Cl	2.31
COc1ccc(-c2nc(N(C)c3ccccc3)[nH]c(=O)c2C#N)cc1	-0.19
CC(C)(C)C(=O)CC1(O)C(=O)Nc2ccc(Br)cc21 (configuration not stated)	-0.38
Fc1ccc2c(c1)/C(=N/NC(=S)NCC1CCCO1)CCS2 (configuration not stated)	-1.79
CC1CCc2c(sc3[nH]c(=O)n(-c4ccc(Cl)cc4)c(=O)c23)C1 (configuration not stated)	-0.03
CC(C)CC(=O)Nc1ncnc2c1C(=O)CC(C)(C)C2	0.3
C/C(=N\O)C(C)(C)Nc1cc(C(F)(F)F)cc(C(F)(F)F)c1	-1.99
O=C(O)COCC(=O)Nc1ccc2c(c1)OCCCO2	-0.08
C=C1SC(Nc2cc(C)cc(C)c2)=NC1(C)C	-0.06
CC1CC(=O)Nc2ccccc2N1C(=O)c1sc2ccccc2c1Cl (configuration not stated)	-1.44
CCCCCCCNC1CC(=O)N(c2ccc(F)cc2)C1=O (configuration not stated)	3.85*
C=CCc1ccc2oc(C(=O)OCC)cc(=O)c2c1O	1.77
COc1ccc(-c2nc3n(n2)C(c2ccc(OC)c(OC)c2)C2=C(CC(C)(C)CC2=O)N3)cc1OC (configuration not stated)	-4.42
